Assay outcomes (PubChem)
ELG1 repair inh = inhibitors of ELG1-dependent DNA repair in HEK293T cells; HEK293T ELG1-luciferase reporter, luminescence, 16 h; DNA damage induced by 5-fluorouridine; Potency, µM (series often up to 46.1 µM), inactives show at the highest dose activity change, negative = inhibition, usual class: inhibitors; 330,000 compounds, 2.3% hits; AID 504467; also: potency is read from the fitted curve at half-maximal effect; % is scaled to controls: 0 for no effect and ±100 for the full control effect; nearly all actives have a fitted effect of over 55% in size
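HEK293T cells expressing luciferase-tagged ELG1 (2,000/well) received 5-Fluorouridine plus compound or DMSO for 16 hr at 37 °C. Luciferase was read by ONE-Glo luminescence after 30 min at room temperature.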
Eya2 phos inh = Eya2 (human) phosphatase inhibition; O00167; recombinant Eya2, OMFP fluorescence dephosphorylation (OMFP is methylfluorescein phosphate); Potency, µM (top dose mostly 76.9 µM), without a hit: at the top dose activity, negative = inhibition, most hits filed as inhibitors; 330,000 compounds, 0.006% hits; AID 488837; also: potency is read from the fitted curve at half-maximal effect; % is scaled to controls: 0 for no effect and ±100 for the full control effect
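Eya2 protein (added as 0.2 uM solution) was preincubated with compound for 10 min at ambient temperature in 50 mM HEPES pH 7.5, 50 mM NaCl, 5 uM MgCl2, 0.05% BSA, 1 mM DTT. OMFP (added at 50 uM) then reacted 10 min; fluorescence read at 485/525 nm.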
TCR activator = activators of T cell receptors | primary human leukocytes, anti-CD3, IL-2 HTRF, 48 h | Potency, µM (highest dose often 9.22 µM), inactives show top-dose activation of IL-2 secretion, actives largely listed as activators | 330,000 tested, under 10 active | AID 504894; also: % of control where 0% means no effect
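1) Mix primary human leukocytes, a-CD3 beads and compound. 2) Incubate 48 hr. 3) Add HTRF IL-2 reagents (a-IL-2-K, a-IL-2-d2).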
AT treatment = potential ataxia-telangiectasia treatments restoring KAP-1 phosphorylation | AID 485349 | Potency, µM (doses to about 57.5 µM), inactives show at the top dose activation, actives largely listed as activators | […] A-T fibroblasts, KAP-1 phosphorylation AlphaLISA; neocarzinostatin DNA damage 30 min before lysis | 320,000 compounds, 0.19% hits; also: potency is read from the fitted curve at half-maximal effect; % of control where 0% means no effect; nearly all actives have a fitted effect of over 45% in size
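ATM-like activity read as KAP-1 phosphorylation via AlphaLISA donor/acceptor antibody pairs after lysis and 6 hr at 25C. Cells were ATM-null patient fibroblasts ([…], hTERT), dosed 60 min, then exposed to the DSB inducer NCS for 30 min.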
TRPV1 agonist = activates the human vanilloid receptor TRPV1; Q8NER1; TRPV1-expressing cells, Fluo-8 calcium influx, agonist mode; activation, % at 8.33 µM; 320,000 compounds, 0.19% hits; AID 540275; in the data active = activation above about 80%; inconclusive = between about 30% and that limit; also: 0% is about no effect
Target sequence (Q8NER1 whole entry, looked up): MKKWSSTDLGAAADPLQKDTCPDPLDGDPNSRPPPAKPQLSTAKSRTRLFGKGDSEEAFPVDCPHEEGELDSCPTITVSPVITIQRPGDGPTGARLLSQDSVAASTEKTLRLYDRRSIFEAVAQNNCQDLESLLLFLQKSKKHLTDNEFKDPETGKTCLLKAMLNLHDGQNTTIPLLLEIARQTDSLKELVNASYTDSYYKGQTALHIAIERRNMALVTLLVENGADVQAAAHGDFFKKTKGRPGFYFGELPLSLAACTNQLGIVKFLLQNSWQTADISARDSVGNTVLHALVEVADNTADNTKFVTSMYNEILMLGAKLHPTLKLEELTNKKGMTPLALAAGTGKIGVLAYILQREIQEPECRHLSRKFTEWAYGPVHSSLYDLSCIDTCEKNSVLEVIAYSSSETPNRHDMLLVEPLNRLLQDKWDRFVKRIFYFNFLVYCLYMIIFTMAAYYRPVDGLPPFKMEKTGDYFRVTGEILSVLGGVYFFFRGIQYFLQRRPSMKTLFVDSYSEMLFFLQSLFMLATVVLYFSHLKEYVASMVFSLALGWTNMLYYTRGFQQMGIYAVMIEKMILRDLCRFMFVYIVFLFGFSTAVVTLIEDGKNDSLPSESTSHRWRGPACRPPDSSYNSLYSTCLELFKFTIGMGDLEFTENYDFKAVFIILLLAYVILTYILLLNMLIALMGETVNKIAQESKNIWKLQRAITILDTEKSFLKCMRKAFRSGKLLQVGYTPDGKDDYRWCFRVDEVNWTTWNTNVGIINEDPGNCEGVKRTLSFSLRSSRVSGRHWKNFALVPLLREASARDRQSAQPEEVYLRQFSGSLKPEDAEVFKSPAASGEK
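TRPV1-expressing cells were cultured overnight at 35.5C and loaded with Fluo-8 calcium dye for 40 to 90 min at room temperature. After a 10 s baseline, compound was added and calcium influx was read kinetically for 3 min (ex 480/em 520 nm).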
Mito fusion act = mitochondrial division inhibition or fusion activation | Potency, µM (top dose mostly 46.1 µM), inactives show top-dose growth rescue (activation), usual class: activators | 320,000 compounds, 0.23% hits | S. cerevisiae fusion-defective mutant growth rescue, CellTiterGlo 48 h;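 also: potency is read from the fitted curve at half-maximal effect; % of control where 0% means no effect; nearly all actives have a fitted effect of over 45% in size; temperature-sensitive fusion mutants such as fzo1-1 at 37 °C on non-fermentable ethanol glycerol medium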
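Yeast fusion mutant, YPEG (non-fermentable carbon), compound, 48 h at 37C non-permissive; CellTiterGlo added, 10 min RT, luminescence read. Rescued growth = division inhibition.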
USP2a block = blocks human ubiquitin-specific protease USP2a. O75604. USP2 core, Ub-CHOP2 coupled fluorogenic reporter, 485/531. Potency, µM (doses to about 38.3 µM), for inactives: at the highest dose activity change, negative = inhibition, usual class: inhibitors. 330,000 compounds, 0.01% hits;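 also: potency is read from the fitted curve at half-maximal effect; plate controls were DMSO wells for no effect and full inhibition by NEM control for full effect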
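Cell-free coupled assay: 10nM USP2 core preincubated 30min RT with compound in Tris-HCl pH 8.0/CaCl2/CHAPS buffer, then 25nM Ub-CHOP2 and 25nM reporter substrate; fluorescence (Ex 485/Em 531) read after 60min RT, normalized to NEM inhibition, concentration-response curves fitted.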
TSHR antagonist = human thyrotropin receptor antagonism; AID 504810; 330,000 compounds, 0.2% hits; P16473; activity change, negative = inhibition, % at 11.5 µM; TSHR-expressing cells, TSH-stimulated cAMP HTRF, 2 h; hits give low values;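 active = activity change below a set negative limit, meaning inhibition stronger than a set level, cut at about -70% in these data; inconclusive = activity change between two set negative limits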; also: % is scaled to controls: 0 for no effect and ±100 for the full control effect
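Competitive HTRF cAMP read-out (cryptate anti-cAMP antibody, cAMP-d2; 30 min, room temperature) in freshly harvested TSHR cells. Compounds added before TSH at EC80 (4nM final), followed by 2 hours' incubation at 37 deg C.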
hERG WT inh = blocks the wildtype human KCNH2 potassium channel; Q12809; 340,000 compounds, 0.37% hits; activity change, % at 1.84 µM; U2OS, BacMam KCNH2, thallium flux FluxOr; hits give low values;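 active = maximum activity change below -70%; inconclusive = maximum activity change between -70% and -50%; inactive = maximum activity change above -50%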; also: % is scaled to controls: 0 for no effect and ±100 for the full control effect
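U2OS cells were transduced with wild-type KCNH2 virus (2.03 x 10^8 / mL) for 4 h at room temperature, then cultured overnight at 37 C. Thallium flux was read with FluxOr dye. Rate constants were normalized to DMSO controls.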
KCNH2 3.1 block = inhibitors of human KCNH2 3.1 potassium channel isoform | U2OS KCNH2 3.1, thallium flux FluxOr; hits give low values | activity change, % (tested at about 1.8 µM) | 340,000 compounds, 0.95% hits | AID 720553;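 active = maximum activity change below -70%; inconclusive = maximum activity change from -70% to -50%; inactive = maximum activity change above -50%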;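 also: thallium influx rate constant from kinetic fluorescence after stimulation buffer; % is scaled to controls: 0 for no effect and ±100 for the full control effect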
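Kinetic fluorescence (2 min after stimulation buffer) measures Tl+ influx through KCNH2 3.1 expressed by viral transduction in U2OS cells; the rate constant is normalized against DMSO controls serving as positive and negative references.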
The depositor's hits bear a star; ? = inconclusive; · = not tested or not shown; [ ] = remark or other dose. Unless noted, calls follow the shape of the dose curve; as a rule, active = well fitted curve in the direction sought with a large enough effect; inconclusive = small, poorly fitted or top-dose-only effect, or another doubt; inactive = no such curve, though single readings can be large; an effect the other way counts as inactive or inconclusive. This is a subset. The share of hits here may be higher or lower than overall.

SMILES | ELG1 repair inh | Eya2 phos inh | TCR activator | AT treatment | TRPV1 agonist | Mito fusion act | USP2a block | TSHR antagonist | hERG WT inh | KCNH2 3.1 block
CCCCN(C(=O)C1CCC1)c1c(N)n(Cc2ccccc2)c(=O)[nH]c1=O | 9% | -18% | 9% | 7% | -3 | -6% | 1% | -8 | 3 | 4
CC1(C)NC(=O)N(CCOc2cccc(Cl)c2Cl)C1=O | 9% | 6% | -10% | -1% | -1 | 0% | 1% | -1 | -1 | -11
Cc1cc(-c2ccccc2)c(C#N)c(N)n1 | · | · | 1% | · | -3 | 0% | · | · | -8 | -6
O=C(NC(=S)N1CCN(c2ccc(F)cc2)CC1)C12CC3CC(CC(C3)C1)C2 | ? | 5% | 0%[46.1 µM] | 9% | 28 | -3% | 1% | -3 | 6 | 1
Cn1c(=O)c2c(nc(NCC(O)CO)n2CCc2ccccc2)n(C)c1=O (centres undefined) | -9% | 4% | 0% | -2% | 3 | 0% | 3% | 1 | -11 | 3
CC(=O)c1cccc(N=Nc2c(-c3ccccc3)[nH]n(-c3ccccc3)c2=O)c1 | 8.2µM* | 3% | -2% | 2% | 0 | 1% | 2% | -7 | 6 | -8
CCOC(=O)CNC(=O)C1(/C=C/c2ccccc2)CC(=O)N1c1ccc(OC)cc1 (centres undefined) | 7% | 3% | -26% | 27% | 4 | 2% | 2% | -5 | -1 | 15
CCOC(=O)c1cnc2c(-c3ccccc3)c(-c3ccccc3)nn2c1C | ? | ? | -2% | 3% | 1 | -8% | -1% | -1 | 1 | -5
COCCNCC(=O)NCC12CC3CC(CC(C3)C1)C2 | -2% | 5% | -3% | · | 11 | -1% | -2% | -1 | -7 | 10
O=C(OCC(=O)N1CCCc2ccccc21)c1cc(S(=O)(=O)N2CCOCC2)ccc1F | 10% | 0% | -1% | 0% | 13 | 2% | -5% | -13 | 2 | -18
CC1CCCC(NC(=O)COC(=O)c2ccc([N+](=O)[O-])s2)C1C (centres undefined) | ? | -21% | 3% | 5% | · | · | 7% | · | 3 | 17
COc1ccc(CN(C)S(=O)(=O)c2nnc(NC(=O)c3ccccc3)s2)cc1OC | 11% | -6% | 2% | -4% | -2 | ? | 3% | -15 | 2 | 6
Cc1ccnc2c1ccc1ccccc12 | 21% | 0% | -1% | 12% | 3 | -6% | 4% | -6 | 8 | 16
O=c1[nH]c(Cc2ccccc2)nc2scc(-c3ccccc3)c12 | 15% | 7% | 4% | 8% | 9 | -2% | -1% | -9 | -5 | -17
COCCOC(=O)c1c(NC(=O)CNCc2ccco2)sc(C(N)=O)c1C | -13% | -10% | -5% | 5% | 0 | 4% | -1% | -23 | -13 | 9
CCCCn1c(N)c(N(CCOC)C(=O)CN2c3ccccc3CC2C)c(=O)[nH]c1=O (centres undefined) | 11% | 4% | 9% | 7% | 1 | -2% | 1% | -10 | 1 | -8
O=S(=O)(c1ccc(Br)cc1)N1CCN(c2cc(-c3ccccc3)nc3ncnn23)CC1 | ? | 10% | 1% | -1% | -3 | 3% | 2% | 66 | 12 | ?
O=C(Nc1ccccc1F)c1c[nH]c(=O)[nH]c1=O | 1% | 8% | 2% | -4% | -7 | -1% | 0% | 9 | -3 | 6
CCN(CC)C(=O)COc1ccc(S(=O)(=O)N2CCOCC2)cc1 | -3% | 17% | 2% | 1% | -4 | -1% | 0% | 2 | -5 | -18
Cc1cccc2cc(CN(Cc3cccnc3)C(=S)NCCCN(C)C)c(=O)[nH]c12 | -4% | 6% | 4% | 3% | 0 | 5% | 9% | -1 | -8 | 4
CC(=O)NCCn1c(C)cc2ccccc21 | 23% | 1% | -2% | -5% | 10 | -3% | 1% | -5 | -4 | 7
N#CCCn1c(SCC(=O)c2c[nH]c3ccccc23)nc2ccccc21 | -1% | -7% | -5% | 4% | 2 | 2% | 3% | -7 | 2 | 4
COc1ccc(C(=O)NC(=S)NNC(=O)c2ccccc2O)cc1 | 17% | -16% | 4% | -4% | 4 | -15% | 2% | -5 | -2 | -83*
CCOC(=O)N1CCN(C(=O)C(CC)n2nc(C)c3sc4ccccc4c3c2=O)CC1 (centres undefined) | ? | 18% | 1% | -1% | · | 6% | 0% | 5 | 1 | -22
CC(C)OCCCNC(=O)C1CCN(S(=O)(=O)c2ccc3nc4c(c(C(=O)O)c3c2)CCCCC4)CC1 | 12% | 5% | -3% | -3% | -1 | -1% | 4% | -10 | 2 | 12

Compound profiles (already shown):
Cc1cc(-c2ccccc2)c(C#N)c(N)n1 as listed: ELG1 repair inh: ·; Eya2 phos inh: ·; TCR activator: 1%; AT treatment: ·; TRPV1 agonist: -3; Mito fusion act: 0%; USP2a block: ·; TSHR antagonist: ·; hERG WT inh: -8; KCNH2 3.1 block: -6
Cc1ccnc2c1ccc1ccccc12 as listed: ELG1 repair inh: 21%; Eya2 phos inh: 0%; TCR activator: -1%; AT treatment: 12%; TRPV1 agonist: 3; Mito fusion act: -6%; USP2a block: 4%; TSHR antagonist: -6; hERG WT inh: 8; KCNH2 3.1 block: 16

The listing continues:
SMILES | ELG1 repair inh | Eya2 phos inh | TCR activator | AT treatment | TRPV1 agonist | Mito fusion act | USP2a block | TSHR antagonist | hERG WT inh | KCNH2 3.1 block
O=C(NCCCN1CCCC1=O)Nc1ccc(Br)cc1Cl | ? | 1% | 2% | 7% | 3 | -1% | -1% | 0 | -15 | -8
O=C(CC1NC(=O)NC1=O)Nc1ccccc1 (centres undefined) | -6% | 0% | -1% | -1% | 1 | 0% | 0% | -4 | -5 | -13
COc1ccc(C(=O)O/N=C2\CCS(=O)(=O)c3sccc32)cc1 | 13% | -5% | 6% | 0% | ? | 0% | 1% | -4 | 4 | 18
COC(=O)c1ccsc1NC(=O)c1cccc(OC)c1 | -4% | 11% | 0% | 11% | 7 | -2% | -1% | -9 | -15 | 9
NNC(=O)c1ccc([N+](=O)[O-])c(CS(=O)(=O)c2ccc(Cl)cc2)c1 | 4% | 5% | -3% | -1% | -4 | 3% | -1% | 5 | 1 | -99*
O=C1c2ccccc2C(=O)N1/N=C/c1ccc(O)c(O)c1O | -6% | -12% | 5% | -41% | 0 | -4% | 7% | 15 | -3 | 0
Cc1ccc(C)n1-c1nnc(N2CCC(C(=O)NCCCN3CCN(C)CC3)CC2)s1 | 19% | -3% | 2% | -3% | -2 | -1% | 1% | 7 | -12 | 6
Cc1ccc(N=CC=C2OC(C)(C)C(C)(C)O2)c(C)c1 | ? | -10% | 2%[46.1 µM] | 33% | 1 | -1% | 2% | 1 | 2 | 8
COc1cccc(OCC(O)CN2CCC(Cc3ccccc3)CC2)c1 (centres undefined) | ? | -12% | 6% | 4% | 0 | -6% | 5% | 1 | 39 | -49
O=C(c1cnccn1)N(c1ccccc1)C1(C(=O)NC2CCCCC2)CCCCC1 | 15% | -25% | -4% | 0% | 0 | 3% | 1% | 6 | -1 | -11
COc1ccc(Oc2cc(C)nc(Cl)n2)nn1 | 20% | -17% | -6% | 2% | -6 | 8% | -3% | 11 | -2 | 8
CSc1ccc(CN(C)CC(=O)NCc2ccc(F)cc2)cc1 | 12% | -19% | -5% | 1% | ? | 9% | -5% | 4 | 46 | -15
CCC(=O)c1cc(F)c(N2CCN(C(=O)c3ccco3)CC2)cc1C | 35% | -32% | 2% | -3% | ? | -4% | 1% | -7 | -1 | 14
O=C1CC(c2cccs2)c2cc3c(cc2N1)OCCO3 (centres undefined) | -6% | 8% | -1% | 3% | 3 | -2% | 3% | 5 | -4 | 0

8 compounds from above, ordered by SMILES length, ascending.
SMILES | ELG1 repair inh | Eya2 phos inh | TCR activator | AT treatment | TRPV1 agonist | Mito fusion act | USP2a block | TSHR antagonist | hERG WT inh | KCNH2 3.1 block
COc1ccc(Oc2cc(C)nc(Cl)n2)nn1 | 20% | -17% | -6% | 2% | -6 | 8% | -3% | 11 | -2 | 8
COC(=O)c1ccsc1NC(=O)c1cccc(OC)c1 | -4% | 11% | 0% | 11% | 7 | -2% | -1% | -9 | -15 | 9
O=C1CC(c2cccs2)c2cc3c(cc2N1)OCCO3 (centres undefined) | -6% | 8% | -1% | 3% | 3 | -2% | 3% | 5 | -4 | 0
COc1cccc(OCC(O)CN2CCC(Cc3ccccc3)CC2)c1 (centres undefined) | ? | -12% | 6% | 4% | 0 | -6% | 5% | 1 | 39 | -49
CCC(=O)c1cc(F)c(N2CCN(C(=O)c3ccco3)CC2)cc1C | 35% | -32% | 2% | -3% | ? | -4% | 1% | -7 | -1 | 14
O=C(c1cnccn1)N(c1ccccc1)C1(C(=O)NC2CCCCC2)CCCCC1 | 15% | -25% | -4% | 0% | 0 | 3% | 1% | 6 | -1 | -11
Cc1ccc(C)n1-c1nnc(N2CCC(C(=O)NCCCN3CCN(C)CC3)CC2)s1 | 19% | -3% | 2% | -3% | -2 | -1% | 1% | 7 | -12 | 6
NNC(=O)c1ccc([N+](=O)[O-])c(CS(=O)(=O)c2ccc(Cl)cc2)c1 | 4% | 5% | -3% | -1% | -4 | 3% | -1% | 5 | 1 | -99*
